ELG1 genotoxic: inducers of genotoxicity in HEK293T ELG1-luciferase cells; HEK293T ELG1-luciferase reporter, luminescence, 16 h; Potency, µM (highest dose often 46 µM), for the others: at the top dose activity change, positive = activation, usual class: activators; 330,000 tested, 1.3% active; note: potency is the fitted concentration of half-maximal effect; % of control where 0% means no effect; nearly all actives have a fitted effect of over 60% in size
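Reporter readout depends on ELG1 protein level, which increases with genetic stress. After 16 hr compound exposure at 37 °C, luciferase activity was quantified using ONE-Glo.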
uPA generation: blocks generation of uPA at the cell surface. cell surface uPA generation assay, qHTS. Potency, µM (titrated, usually from 38.3 µM), inactives show at the highest dose activity change, negative = inhibition, hits mostly inhibitors. 330,000 tested, 0.31% active; active = well fitted inhibition curve with a large enough effect; inconclusive = small, poorly fitted or top-dose-only effect; inactive = no such curve, though single readings can be large or run the other way; tested in mouse RAW 264.7 cells; note: potency is the fitted concentration of half-maximal effect; % is set by controls: 0 for no effect and ±100 for the full control effect; nearly all actives have a fitted effect of over 55% in size
USP2a inh: blocks human ubiquitin-specific protease USP2a | Potency, µM (doses to about 38.3 µM), without a hit: top-dose activity change, negative = inhibition, actives largely listed as inhibitors | AID 463254 | 330,000 tested, 0.01% active | USP2 core, Ub-CHOP2 coupled fluorogenic reporter, 485/531 | O75604;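 note: potency is the fitted concentration of half-maximal effect; plate controls were DMSO wells for no effect and full inhibition by NEM control for full effect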
Target sequence (O75604 whole entry, looked up): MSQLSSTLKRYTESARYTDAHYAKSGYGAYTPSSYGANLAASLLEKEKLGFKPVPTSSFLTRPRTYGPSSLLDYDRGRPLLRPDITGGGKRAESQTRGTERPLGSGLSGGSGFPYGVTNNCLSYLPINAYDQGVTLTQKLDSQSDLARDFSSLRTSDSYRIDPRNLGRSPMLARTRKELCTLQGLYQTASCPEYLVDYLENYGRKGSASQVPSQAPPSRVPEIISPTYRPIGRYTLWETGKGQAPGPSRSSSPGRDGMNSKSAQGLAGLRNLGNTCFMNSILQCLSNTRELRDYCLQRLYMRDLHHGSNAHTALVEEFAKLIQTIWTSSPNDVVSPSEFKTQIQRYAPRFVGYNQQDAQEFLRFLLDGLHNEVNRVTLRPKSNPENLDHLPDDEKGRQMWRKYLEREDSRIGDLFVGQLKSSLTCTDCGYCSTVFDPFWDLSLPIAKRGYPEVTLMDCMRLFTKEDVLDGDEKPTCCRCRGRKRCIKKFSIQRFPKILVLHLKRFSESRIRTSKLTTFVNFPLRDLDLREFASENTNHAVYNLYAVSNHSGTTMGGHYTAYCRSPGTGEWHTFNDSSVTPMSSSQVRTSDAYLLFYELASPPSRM
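USP2 core (10nM final) preincubated 30min RT with compound in 20mM Tris-HCl pH 8.0, 2mM CaCl2, 2mM beta-mercaptoethanol, 0.05% CHAPS; 25nM Ub-CHOP2 plus 25nM reporter substrate added, fluorescence (Ex485/Em531) read after 60min.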
TRPV1 agonist: activates the human vanilloid receptor TRPV1; activation, % at 8.33 µM; Q8NER1; 320,000 tested, 0.19% active; TRPV1-expressing cells, Fluo-8 calcium influx, agonist mode; in the data active = activation above about 80%; inconclusive = between about 30% and that limit; note: 0% is about no effect
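TRPV1-expressing cells were cultured overnight at 35.5C and loaded with Fluo-8 calcium dye for 40 to 90 min at room temperature. After a 10 s baseline, compound was added and calcium influx was read kinetically for 3 min (ex 480/em 520 nm).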
Eya2 phos inh: Eya2 (human) phosphatase inhibition | O00167 | recombinant Eya2, OMFP fluorescence dephosphorylation (OMFP is methylfluorescein phosphate) | Potency, µM (top dose mostly 76.9 µM), inactives show at the top dose activity, negative = inhibition, usual class: inhibitors | 330,000 tested, 0.006% active | AID 488837; note: potency is the fitted concentration of half-maximal effect; % is set by controls: 0 for no effect and ±100 for the full control effect
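Eya2 protein (added as 0.2 uM solution) was preincubated with compound for 10 min at ambient temperature in 50 mM HEPES pH 7.5, 50 mM NaCl, 5 uM MgCl2, 0.05% BSA, 1 mM DTT. OMFP (added at 50 uM) then reacted 10 min; fluorescence read at 485/525 nm.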
PTAP TSG101 blk: blocks PTAP/TSG101 interaction to inhibit HIV-1 budding | 340,000 tested, under 10 active | Potency, µM (doses to about 115 µM), for the others: top-dose activity change, negative = inhibition, actives largely listed as inhibitors | Q99816 | Fluorescence polarization, FITC-PTAP peptide / Tsg101 binding; active = well fitted inhibition curve with a large enough effect in the main read-out, with a control signal flat, not every such curve was filed as active; inconclusive = small, poorly fitted or top-dose-only effect, or effect the other way, or a change in a side signal; inactive = no such curve, though single readings can be large or run the other way; note: potency is the fitted concentration of half-maximal effect; % of control where 0% means no effect
Target sequence (Q99816 whole entry, looked up): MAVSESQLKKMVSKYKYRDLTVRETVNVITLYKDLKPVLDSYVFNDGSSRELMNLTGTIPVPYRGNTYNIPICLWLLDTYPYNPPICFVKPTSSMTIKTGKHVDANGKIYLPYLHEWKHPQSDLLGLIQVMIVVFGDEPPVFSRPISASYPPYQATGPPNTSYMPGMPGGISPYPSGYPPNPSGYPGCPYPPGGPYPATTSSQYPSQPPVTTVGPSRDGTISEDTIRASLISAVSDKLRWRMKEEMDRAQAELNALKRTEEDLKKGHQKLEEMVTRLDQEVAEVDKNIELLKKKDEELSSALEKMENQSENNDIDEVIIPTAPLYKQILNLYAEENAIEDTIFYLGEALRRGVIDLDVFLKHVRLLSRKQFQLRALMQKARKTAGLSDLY
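Fluorescence polarization binding of Tsg101 binding domain (10 uM final) to FITC-labeled PTAP peptide (50 nM final) in HEPES pH 7.5 buffer with NaCl, Tween 20, EDTA, TCEP. Compounds added before peptide; binding 20 min at RT.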
p53 reactivator: re-activators of mutant p53; H1299 p53-A138V BP100-luciferase reporter, luminescence, 24 h; Potency, µM (doses to about 92.2 µM), inactives show at the top dose activity change, positive = activation, most hits filed as activators; 320,000 tested, 0.063% active; note: potency is the fitted concentration of half-maximal effect; % of control where 0% means no effect; nearly all actives have a fitted effect of over 45% in size
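H1299 (p53-null), stable ts p53-A138V + BP100-Luc; 1000 cells/well, Opti-MEM/10% FBS; cpd 4 pt, 1:5; 24 h, 37 deg C, 5% CO2; detection reagent 10 min RT; luminescence.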
B2AR arrestin: agonists driving beta-arrestin recruitment to human beta2-adrenergic receptor; Potency, µM (doses to about 46.1 µM), for inactives: at the top dose activation, actives largely listed as activators; beta-arrestin recruitment to beta2AR, cell-based reporter; 330,000 tested, 0.02% active; P07550;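 note: potency is the fitted concentration of half-maximal effect; 0% = DMSO controls and full agonism = EC100 isoproterenol or metaproterenol; nearly all actives have a fitted effect of over 65% in size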
a7 integrin act: integrin-mediated muscular dystrophy alleviation activation. 350,000 tested, 0.064% active. AID 624291. alpha7betagal myoblasts, beta-gal FDG fluorescence, 48 h. Potency, µM (top dose mostly 38.3 µM), inactives show at the highest dose activation, usual class: activators;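 note: potency is the fitted concentration of half-maximal effect; 100% = response of the positive control SU9516; nearly all actives have a fitted effect of over 60% in size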
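Alpha7betagal+/- myoblasts (passage 13) were plated 16-24 hr, then exposed to compounds (1:260 dilution of DMSO stock) for 48 hours at 37C. After MPER lysis, β-galactosidase reporter activity was read as FDG fluorescence (ex 480/em 540) after 30 minutes.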
BRCA1 expr act: BRCA1 expression activation; 380,000 tested, 1.1% active; MCF7-BRCA1-FFLuc reporter, luminescence, 48 h; response scale: scaled: vehicle 0%, 10 µM genistein 100%; AID 624202; Potency, µM (top dose mostly 46.1 µM), for inactives: at the highest dose activation, hits mostly activators; note: potency is the fitted concentration of half-maximal effect; nearly all actives have a fitted effect of over 80% in size; some results filed as inactive show a strong effect at the top dose
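MCF7 cells carrying a BRCA1-firefly luciferase reporter (2000 cells/well, phenol-red free MEM) were attached for 2 h at 37 °C, then given compounds for 48 h. Luminescence was read 15 min after luciferase reagent; activity normalized to genistein (10 microM) and DMSO.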
S-ASM inh: inhibitors of human secretory acid sphingomyelinase. P17405. Potency, µM (top dose mostly 57.5 µM), for the others: at the top dose activity change, negative = inhibition, usual class: inhibitors. placental ASM, HMU-PC fluorogenic substrate, 60 min. 340,000 tested, 0.006% active; note: potency is the fitted concentration of half-maximal effect
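Fluorescence read-out (Ex 386 nm, Em 447 nm) after stopping the reaction at pH 10. Enzyme: ASM from human placenta; substrate HMU-PC0, 9 uM final; 60 min, 37 °C. Compound preincubation 10 min, ambient temperature.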
* hit, by the source's call; ? = inconclusive; / = not tested or not shown; & = joins results of further samples; [ ] = another dose, or the depositor's remark. Unless noted, calls come from the whole dose curve; as a rule, active = well fitted curve in the direction sought with a large enough effect; inconclusive = small, poorly fitted or top-dose-only effect, or another doubt; inactive = no such curve, though single readings can be large; an effect the other way counts as inactive or inconclusive.

SMILES | ELG1 genotoxic | uPA generation | USP2a inh | TRPV1 agonist | Eya2 phos inh | PTAP TSG101 blk | p53 reactivator | B2AR arrestin | a7 integrin act | BRCA1 expr act | S-ASM inh
O=C(O)/C(=C\c1ccc(-c2ccccc2[N+](=O)[O-])o1)c1ccccc1 | 4% | -5% | 5% | -3 | -8% | 1% | / | -0.9% | 5% | 3% | -9%
CCC(Oc1nc2ccccc2nc1-c1ccccc1NC(C)=O)C(=O)c1ccccc1 (centres undefined) | -2% | / | 1% | ? | -18% | -4% | 0% | -0.6% | -23% | -32% | -9%
CN(C1CCCCC1)S(=O)(=O)c1ccc(C(=O)N2CCN(c3nc4ccccc4s3)CC2)cc1 | -1% | -2% | -1% | -1 | 3% | -5% | -14% | -0.4% | -10% | -54% | -7%
CCC(C)C(=O)N1CCCC(c2nc(-c3cccs3)no2)C1 (centres undefined) | 17% | -1% | 1% | 1 | -12% | -1% | ? | 0.2% | 7% | ? | -1%
C=CCNC(=S)NNC(=O)c1ccc([N+](=O)[O-])cc1 | 1% | 4% | 1% | 1 | -6% | 0% | 7% | 0.2% | 6% | -4% | -4%
CN(C)CCOC1c2ccccc2C=Cc2ccccc21 | / | -5% | / | / | / | 0% | / | / | -44% | -52% | 1%
Clc1ccccc1N1CCN(Cc2c[nH]c3ccccc23)CC1 | / | -6% | / | / | / | 0% | / | / | -32% | -65% | -3%
O=S(=O)([N-]c1nc2ccccc2nc1-[n+]1ccccc1)c1ccccc1 | -1% | 4% | 6% | -5 | -7% | 0% | 10% | 0.2% | -8% | -3% | -2%
Cc1nn(C2CCS(=O)(=O)C2)c(Cl)c1/C=C/C(=O)OCC(=O)Nc1ccccc1[N+](=O)[O-] (centres undefined) | -3% | / | 3% | 0 | 10% | 0% | 0% | 0.0% | 0% | 0% | -5%
Cc1ccc(Cl)cc1NC(=O)NCCN1CCCCC1 | 10% | 2% | 1% | 2 | -9% | -1% | / | 4.5% | 22% | -5% | 8%
COc1cc(NC(=O)c2cc(S(=O)(=O)N3CCCCC3)ccc2N2CCOCC2)cc(OC)c1OC | / | -3% | / | / | / | 1% | / | / | 8% | 0% | -6%
COc1cc(S(=O)(=O)N2CCN(Cc3ccccc3)CC2)ccc1Br | 6% | 2% | -1% | ? | 11% | -2% | -20% | 0.0% | -5% | -25% | -2%
Cc1cc(N2C(=O)C(O)=C(C(=O)c3cc4ccccc4o3)C2c2ccc(Br)cc2)no1 (centres undefined) | -1% | -1% | 3% | 1 | 3% | -17% | 14% | -0.8% | 9% | -1% | 11%
C/C(=N\NC(=O)Cc1ccc([N+](=O)[O-])cc1)c1cccnc1 | -5% | -2% | -1% | -7 | -13% | -1% | -11% | 0.4% | 6% | -12% | /
Cc1cc(NC(=O)COC(=O)c2ccc(S(=O)(=O)N3CCCc4ccccc43)cc2)no1 | 4% | -11% | 0% | 2 | -5% | -4% | 14% | -0.8% | 7% | -69% | -17%
O=C(COC(=O)CSCC(=O)N1CCCCC1)Nc1ccc(Cl)cc1 | 1% | 1% | 3% | 1 | -10% | -5% | -8% | 0.0% | -14%[7.66 µM] | 11% | 0%
O=C(NCCCN1CCN(CCCNC(=O)c2cccc(Cl)c2)CC1)c1cccc(Cl)c1 | 1% | 1% | -1% | -1 | -2% | -1% | -8% | -1.1% | -45%[inhibitor] | -11% | 2%
COCC(C)n1c(SCc2ccc(C(=O)OC)o2)nc2ccccc2c1=O (centres undefined) | -2% | -1% | -4% | 26 | -8% | -9% | 3% | -0.9% | -5% | 7% | -3%
NS(=O)(=O)c1ccc(CCNCc2cccs2)cc1 | -1% | 6% | 5% | 0 | 12% | -2% | -3% | -0.3% | 8% | -14% | 1%
O=C(COc1ccc(Cl)cc1Cl)NN1C(=O)C2C3C=CC(C3)C2C1=O (centres undefined) | 0% | 2% | 0% | -1 | -6% | -9% | -3% | 0.0% | 28% | -8% | 2%
COc1ccc(OC)c(N(CC(N)=O)S(=O)(=O)c2ccc(OC)c(OC)c2)c1 | -1% | / | 3% | 4 | -19% | -8% | -3% | -0.7% | -2% | -5% | 1%
O=C(Nc1ccccc1C(F)(F)F)NC1(C(=O)N2CCOCC2)CCCCC1 | / | 1% | / | / | / | -10% | / | / | 5% | -37% | 12%
Nn1c(SCC(=O)Nc2ccc(F)cc2)nnc1-c1ccccn1 | -2% | -2% | 0% | 2 | 13% | -4% | 5% | 0.4% | 2% | 2% | 0%
O=C(COc1ccccc1C(=O)NCc1ccccc1)Nc1ccccc1 | -6% | -13% | 1% | 26 | -4% | -1% | -2% | -0.9% | -30% | 8% | -3%
COc1ccc(-n2c(Cc3cccn3C)nnc2SCC(=O)Nc2ccc3c(c2)OCO3)cc1 | -1% | 2% | 1% | -1 | -1% | 0% | -10% | 0.7% | 10% | 8% | -2%
O=C(Cn1c(-c2ccc(Cl)cc2)noc1=O)N1CCN(c2ccccc2F)CC1 | -6% | / | -2% | 23 | 12% | -9% | 1% | -0.8% | -23%[7.66 µM] | -26% | -5%
CC(C)c1ccc(NC2CCCN(C(=O)CCN3CCOCC3)C2)cc1 (centres undefined) | -1% | 4% | 1% | ? | 0% | -7% | -4% | -0.1% | 8% | -14% | 1%
CC/C(=N\NC(=O)C1CC1)c1cccc(Cl)c1 | 1% | -4% | -1% | 30 | -3% | -8% | 3% | -1.0% | -3% | 6% | -5%
CC(C)[C@H](NC(=O)c1ccccc1F)C(=O)NCc1ccc(S(N)(=O)=O)cc1 | ? | 14% | 2% | 0 | 4% | 1% | -1% | -0.7% | 5% | -1% | 2%
Cc1[nH]c2ccc(F)cc2c1CCN(Cc1ccncc1)C(=S)Nc1cccc(F)c1 | -10% | 0% | 1% | -1 | 6% | 0% | -2% | -0.7% | 16% | -16% | -3%

Next section, overlapping the part above by 3 compounds.
SMILES | ELG1 genotoxic | uPA generation | USP2a inh | TRPV1 agonist | Eya2 phos inh | PTAP TSG101 blk | p53 reactivator | B2AR arrestin | a7 integrin act | BRCA1 expr act | S-ASM inh
CC/C(=N\NC(=O)C1CC1)c1cccc(Cl)c1 | 1% | -4% | -1% | 30 | -3% | -8% | 3% | -1.0% | -3% | 6% | -5%
CC(C)[C@H](NC(=O)c1ccccc1F)C(=O)NCc1ccc(S(N)(=O)=O)cc1 | ? | 14% | 2% | 0 | 4% | 1% | -1% | -0.7% | 5% | -1% | 2%
Cc1[nH]c2ccc(F)cc2c1CCN(Cc1ccncc1)C(=S)Nc1cccc(F)c1 | -10% | 0% | 1% | -1 | 6% | 0% | -2% | -0.7% | 16% | -16% | -3%
COc1ccc(CNC(=O)COC(=O)/C=C/c2ccco2)cc1 | 0% | 8% | 1% | 2 | 8% | -7% | 0% | 0.0% | 2% | 0% | 1%
COc1ccc(S(=O)(=O)c2ccc(O)cc2)cc1 | 4% | 0% | -1% | 5 | -2% | -5% | 2% | -0.6% | 15% | -18% | -1%
Cc1ccc(S(=O)(=O)CC(c2ccccc2)N2CCCCC2)cc1 (centres undefined) | -3% | 3% | 1% | 14 | 2% | -2% | 1% | 0.0% | -28% | -12% | 1%
CN(Cc1ccco1)c1ncnc2ccc(-c3ccc4c(ccn4C)c3)cc12 | 8% | ? | -1%&0% | 17 | 8%&5% | / | 8% | -0.6%&0.2% | / | -48% | 1%

Structures from the list above that contain an aryl thioether with sulfur outside any ring, in the order listed:
SMILES | ELG1 genotoxic | uPA generation | USP2a inh | TRPV1 agonist | Eya2 phos inh | PTAP TSG101 blk | p53 reactivator | B2AR arrestin | a7 integrin act | BRCA1 expr act | S-ASM inh
COCC(C)n1c(SCc2ccc(C(=O)OC)o2)nc2ccccc2c1=O (centres undefined) | -2% | -1% | -4% | 26 | -8% | -9% | 3% | -0.9% | -5% | 7% | -3%
Nn1c(SCC(=O)Nc2ccc(F)cc2)nnc1-c1ccccn1 | -2% | -2% | 0% | 2 | 13% | -4% | 5% | 0.4% | 2% | 2% | 0%
COc1ccc(-n2c(Cc3cccn3C)nnc2SCC(=O)Nc2ccc3c(c2)OCO3)cc1 | -1% | 2% | 1% | -1 | -1% | 0% | -10% | 0.7% | 10% | 8% | -2%
